From PubChem
Tau FP inhib – qHTS for Inhibitors of Tau Fibril Formation, Fluorescence Polarization. Microtubule-associated protein tau (Homo sapiens), P10636. K18 P301L tau heparin fibrillization, Alexa594 FP, 6 h. Potency, µM (series often up to 57.7 µM), without a hit: top-dose activity, negative = inhibition, hits mostly inhibitors. 280,000 compounds, 0.39% hits; note: % is set by controls: 0 for no effect and ±100 for the full control effect; nearly all actives have a fitted effect of over 55% in size
Target sequence (P10636 561-689 P618L limits assumed): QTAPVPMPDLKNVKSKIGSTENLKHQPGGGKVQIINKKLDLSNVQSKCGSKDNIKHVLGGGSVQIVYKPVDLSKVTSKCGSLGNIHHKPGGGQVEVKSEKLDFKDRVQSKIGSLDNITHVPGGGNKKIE
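Heparin (20 uM) drove fibril formation of recombinant tau K18 P301L, 15 uM unlabeled with 0.24 uM Alexa 594 label, for 6 hr at 37 C in 100 mM sodium acetate pH 7. Fluorescence polarization (555/632 nm) read 1 hr after 30 uM ThT.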
RECQ1 helicase – qHTS Assay for Inhibitors of RecQ-Like Dna Helicase 1 (RECQ1); ATP-dependent DNA helicase Q1 (Homo sapiens), P46063; RECQ1 DNA unwinding, red fluorescence kinetic read; Potency, µM (series often up to 57.3 µM), inactives show at the highest dose activity, negative = inhibition, usual class: inhibitors; 240,000 compounds, 0.54% hits; AID 2549, 2010;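 note: plate controls were vehicle for no effect and no enzyme for full effect; nearly all actives have a fitted effect of over 30% in size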
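50 nM RECQ1T1 preincubated 15 min with compound in Tris pH 8.0 buffer with MgCl2, DTT, Tween-20 and 2.5 ug/ml poly(dI-dC); started with 200 nM TAMRA/BHQ-2 forked duplex and 2 mM ATP. Unwinding read as fluorescence (525/598 nm), two reads 2 h apart.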
Tau fluor counter – Counterscreen qHTS for Inhibitors of Tau Fibril Formation, Fluorescence Polarization. AID 1463, 2008. Potency, µM (titrated, usually from 57.7 µM), inactives show at the highest dose activity change, negative = decrease. tau K18 P301L Alexa594 fluorescence, heparin fibrillization. 280,000 compounds, 0.93% hits; note: % is set by controls: 0 for no effect and ±100 for the full control effect; nearly all actives have a fitted effect of over 55% in size
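Human K18 P301L tau (15 uM unlabeled plus 0.24 uM Alexa 594-labeled, final) in 100 mM sodium acetate pH 7 was mixed with compound and 20 uM heparin and incubated 6 hr at 37 C.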
HTT ATP protect – qHTS Multiplex Assay to Identify Dual Action Probes in a Cell Model of Huntington: Cytoprotection (ATP). PC12 HTT-Q103 induced, cytoprotection, ATP luminescence, 40 h. 230,000 compounds, 0.14% hits. AID 1471, 2008. Potency, µM (top dose mostly 56.4 µM), without a hit: cytoprotection (ATP increase), usual class: activators;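 note: % of control where 0% means no effect; nearly all actives have a fitted effect of over 45% in size; toxic huntingtin expression switched on by the ecdysone agonist tebufenozide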
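Cells were plated at 1500 per well in phenol red-free DMEM with 5% equine and 5% calf serum. Tebufenozide (100 nM final) and compounds were added, then ATPlite reagent, and luminescence was read.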
TR SRC2 fluor cs – Total Fluorescence Counterscreen for Inhibitors of the Interaction of Thyroid Hormone Receptor and Steroid Receptor Coregulator 2. TRb/SRC2 Texas Red total fluorescence interference. Potency, µM (doses to about 106 µM), for the others: top-dose fluorescence change, negative = quenching. 280,000 compounds, 0.29% hits; active = well fitted curve in either direction with a large enough effect; inconclusive = small, poorly fitted or top-dose-only effect; note: % is set by controls: 0 for no effect and ±100 for the full control effect
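Flags fluorescent or light-absorbing compounds by total fluorescence, S + 2P, at 555 nm excitation and 632 nm emission. Mixture: 20 nM Texas Red SRC2 peptide, 0.6 uM human TRb LBD, 1 uM T3, 5% DMSO; compound exposure 5 h at ambient temperature.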
Tau ThT inhib – qHTS for Inhibitors of Tau Fibril Formation, Thioflavin T Binding; Microtubule-associated protein tau (Homo sapiens), P10636; 270,000 compounds, 2.1% hits; Potency, µM (highest dose often 57.4 µM), without a hit: at the highest dose activity, negative = inhibition, hits mostly inhibitors; AID 1460, 2008; recombinant tau K18 P301L (four-repeat tau fragment), heparin-induced fibrillization, ThT fluorescence; note: % is set by controls: 0 for no effect and ±100 for the full control effect; nearly all actives have a fitted effect of over 55% in size
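K18 P301L tau (15 uM + 0.24 uM Alexa 594-tagged), heparin 20 uM, NaOAc pH 7, 6 h 37 C; ThT 30 uM, 1 h RT, ex 450/em 510 nm.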
L3MBTL1 block – qHTS Assay for the Inhibitors of L3MBTL1. AlphaScreen L3MBTL1–H3K9me1 peptide binding. Potency, µM (highest dose often 57.1 µM), without a hit: top-dose activity, negative = inhibition, usual class: inhibitors. 230,000 compounds, 0.66% hits. AID 485360, 2010; note: % is set by controls: 0 for no effect and ±100 for the full control effect; nearly all actives have a fitted effect of over 60% in size
Target sequence (Q9Y468 whole entry, looked up): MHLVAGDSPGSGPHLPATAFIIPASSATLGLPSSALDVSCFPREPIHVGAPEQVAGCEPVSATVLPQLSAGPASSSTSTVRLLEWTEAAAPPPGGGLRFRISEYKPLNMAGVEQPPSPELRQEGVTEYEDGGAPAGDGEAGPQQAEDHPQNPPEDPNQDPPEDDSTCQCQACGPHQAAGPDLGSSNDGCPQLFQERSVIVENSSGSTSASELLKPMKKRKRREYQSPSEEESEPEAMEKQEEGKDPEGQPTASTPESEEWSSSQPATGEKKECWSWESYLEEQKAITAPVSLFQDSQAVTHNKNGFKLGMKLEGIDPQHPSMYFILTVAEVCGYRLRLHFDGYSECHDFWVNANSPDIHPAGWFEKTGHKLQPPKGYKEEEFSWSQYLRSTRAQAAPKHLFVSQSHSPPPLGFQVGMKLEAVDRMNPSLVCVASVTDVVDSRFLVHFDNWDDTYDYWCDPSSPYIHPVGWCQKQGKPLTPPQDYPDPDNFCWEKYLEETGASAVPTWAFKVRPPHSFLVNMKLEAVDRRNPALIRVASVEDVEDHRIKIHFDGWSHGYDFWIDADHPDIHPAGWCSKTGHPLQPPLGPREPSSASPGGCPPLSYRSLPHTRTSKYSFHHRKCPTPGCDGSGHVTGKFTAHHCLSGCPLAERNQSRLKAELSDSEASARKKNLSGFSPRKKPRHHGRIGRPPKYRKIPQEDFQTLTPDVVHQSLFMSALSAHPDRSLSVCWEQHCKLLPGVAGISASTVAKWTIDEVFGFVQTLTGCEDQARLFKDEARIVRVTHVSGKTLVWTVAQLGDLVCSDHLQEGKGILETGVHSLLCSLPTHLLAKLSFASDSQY
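L3MBTL1 (50 nM) pre-complexed 30 min with biotinylated H3(1-15)K9me1 peptide (75 nM), then compounds added for 30 min at room temperature; AlphaScreen streptavidin donor/nickel chelate acceptor beads (10 ug/mL final) read after 30 min dark incubation.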
TRb SRC2 PPI – qHTS for Inhibitors of the Interaction of Thyroid Hormone Receptor and Steroid Receptor Coregulator 2. Thyroid hormone receptor beta (Homo sapiens), P10828. TRbeta-SRC2 peptide binding, fluorescence polarization; receptor liganded with 1 µM T3. Potency, µM (doses to about 106 µM), inactives show at the highest dose activity change, negative = inhibition, hits mostly inhibitors. 280,000 compounds, 0.065% hits. AID 1469, 2008;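 note: plate controls were bound peptide for no effect and peptide without receptor for full effect; nearly all actives have a fitted effect of over 50% in size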
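Each compound concentration gave % activity, normalized to unbound and bound Texas Red SRC2 controls, from polarization read after 5 hr ambient incubation with T3-loaded human TRb LBD.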
* marks the source's active call; other numbers are inactive results; i = inactive; ? = inconclusive; / = not tested or not shown; & = joins results of further samples; [ ] = dose if it differs, or a comment. Unless noted, calls come from the whole dose curve; as a rule, active = well fitted curve in the direction sought with a large enough effect; inconclusive = small, poorly fitted or top-dose-only effect, or another doubt; inactive = no such curve, though single readings can be large; an effect the other way counts as inactive or inconclusive. Potency is the fitted concentration of half-maximal effect. Not all compounds are listed; count on the stated rates, not on these rows.

Molecule | Tau FP inhib | RECQ1 helicase | Tau fluor counter | HTT ATP protect | TR SRC2 fluor cs | Tau ThT inhib | L3MBTL1 block | TRb SRC2 PPI
CCN(CC)CCNC(=S)Nc1ccc(Cl)cc1 | 5% | 0% | -4% | 27%[10 µM] | -2% | 3% | -15% | -3%
NC1=NC(c2cn[nH]c2-c2cccc(F)c2)n2c(nc3ccccc32)N1 (stereo unspecified) | -4% | -6% | -20% | 14% | -7% | -12% | / | 4%
Cc1[nH]c2ccccc2c1C(=O)COC(=O)c1ccc([N+](=O)[O-])s1 | -2% | i | 11µM*[quencher] | -43%[inhibitor] | 0% | 7.1µM* | -14% | 7%
CC(C)Cn1nnnc1S(=O)(=O)Cc1cccc(C#N)c1 | ? | -1% | ? | ? | 0% | ? | / | 3%
CCN(C(=O)COC(=O)c1ccccc1NC(=O)c1ccco1)C1CCS(=O)(=O)C1 (stereo unspecified) | -3% | -13% | -11% | / | 0% | -12% | / | -4%
NC(=O)c1ccc(CN2CCC(Cc3ccccc3)CC2)cc1 | 3% | i | 8% | -29% | 0% | 5% | 0% | 9%
CCc1ccc(NC(=O)c2nn(-c3ccc(OC)cc3)c(=O)c3c2c2ccccc2n3C)cc1 | ? | / | -9% | / | 0% | 3% | / | 1%
CCCCn1c(=O)n(CC2CCC(C(=O)NCCCOC)CC2)c(=O)c2sccc21 (stereo unspecified) | -2% | / | 0% | / | -3% | 2% | / | 8%
Cc1cc(NC(=O)CSc2nnc(-c3c[nH]c4ccccc34)n2C)no1 | 4% | i | -1% | 11%[10 µM] | 1% | -13% | 0% | -11%
Cc1ccc(N=C2NC(=O)CC(C(=O)Nc3ccc4c(c3)OCO4)S2)cc1 (stereo unspecified) | 1% | -4% | -12% | -34% | -4% | 0% | 2% | 2%
Cc1ccccc1NC(=O)CN(c1ccc(F)cc1)S(C)(=O)=O | -2% | -7% | 6% | 5% | -1% | -3% | / | 3%
CCOC(=O)c1c(NC(=O)CCN2CCOCC2)sc2c1CC(C)(C)OC2 | -5% | -5% | -12% | -11% | 1% | -13% | 4% | 3%
N#Cc1nnn(-c2cc(Cl)cc(Cl)c2)c1N | -5% | -5% | -15% | -18%[10 µM] | -2% | -9% | -7% | 6%
OCCC1CN(C/C(Cl)=C/c2ccccc2)CCN1C1CCCC1 (stereo unspecified) | -4% | -6% | -8% | 3%[10 µM] | -5% | -5% | 0% | 2%
COc1c(C(=O)NNC(=O)c2ccccc2Cl)csc1Br | -2% | -1% | -12% | -13%[10 µM] | 1% | -8% | 5% | 1%
CC(=O)Nc1ccccc1-c1nnn(CC(=O)Nc2ccc3c(c2)OCCO3)n1 | 13% | -12% | -10% | 29%[10 µM] | -6% | -11% | -8% | -3%
O=C(Nc1ccc2c(c1)CCCN2C(=O)c1cccs1)c1ccc(F)c(F)c1 | -3% | / | ? | / | 0% | -5% | / | 0%
O=C(CCN1CCN(c2ccccc2)CC1)N/N=C/c1ccc(O)c(O)c1O | -2% | i | 2% | 11% | -2% | 7% | 5.6µM* | 5%
COc1ccc(CNC(=O)c2cc(-c3cccc(Cl)c3)on2)cc1 | -13% | / | -1% | / | 6% | -1% | / | 3%
COc1ccccc1N1CCN(C(=O)C(NS(=O)(=O)c2cccs2)c2ccccc2)CC1 (stereo unspecified) | 1% | 6% | -17% | 14% | 0% | ? | -10% | 5%
CCOC(=O)C1CCN(Cc2nc3ccc(Cl)cc3n2CCO)CC1 | -1% | -3% | -4% | -11% | -3% | -3% | 6% | -13%
S=C(NC1CCCCC1)N1CCn2cccc2C1c1cccnc1 (stereo unspecified) | 7% | -29% | -18% | -18% | 0% | -13% | / | -2%
COc1ccc(C(=O)Nc2ccc3c(c2)nc(CCNC(C)=O)n3C)cc1 | -7% | i | -9% | -57%[inhibitor] | -1% | -15% | / | -1%
O=C(Cc1c(O)c2ccccc2[nH]c1=O)NC1CCCCCC1 | -9% | i | -5% | -18% | 1% | -8% | -3% | 8%
COc1ccc(CC(=O)NCc2nnc(SCc3ccc(C)cc3)n2C)cc1 | 0% | -12% | 5% | / | -2% | 3% | -7% | 0%

The closing 2 entries of the section before are carried over, then new ones follow:
Molecule | Tau FP inhib | RECQ1 helicase | Tau fluor counter | HTT ATP protect | TR SRC2 fluor cs | Tau ThT inhib | L3MBTL1 block | TRb SRC2 PPI
O=C(Cc1c(O)c2ccccc2[nH]c1=O)NC1CCCCCC1 | -9% | i | -5% | -18% | 1% | -8% | -3% | 8%
COc1ccc(CC(=O)NCc2nnc(SCc3ccc(C)cc3)n2C)cc1 | 0% | -12% | 5% | / | -2% | 3% | -7% | 0%
CCC(CC)C(=O)Nc1nc2c(s1)CC(C)CC2 (stereo unspecified) | 0% | / | -8% | / | 1% | -2% | / | -1%
O=C(CSc1nnc(CNc2ccc(F)cc2)n1Cc1ccco1)N1CCOCC1 | -1% | -2% | -5% | -25% | -1% | -16% | 9% | -3%
CN1CCN(CC(=O)Nc2ccccc2Oc2ccccc2)CC1 | -2% | ? | -4% | 7%[10 µM] | -2% | -3% | 5% | 1%
C=CCSc1nc(C)c(CCC(C)C)c(=O)[nH]1 | 0% | -4% | 2% | 15%[10 µM] | 0% | -5% | 4% | 1%
CC(NC(=O)c1cccs1)c1nnc(SCc2ccc(Cl)cc2Cl)n1C (stereo unspecified) | -4% | -1% | -14% | / | -1% | -12% | 4% | 5%
Cc1cccc(N2C(=O)CC(N3CCC(c4nc5ccccc5[nH]4)CC3)C2=O)c1 (stereo unspecified) | 1% | -1% | 0% | -2% | 3% | -6% | / | -20%
CCCCC/C=C\C/C=C\C/C=C\C/C=C\CCCC(=O)O[C@@H](CO)COC(=O)CCCCCCCCCCCCCCCCC | -2%&-3% | 4% | -2%&-12% | -16%&20% | 0%&0% | -4%&-15% | / | -9%&-4%
CN(CC(=O)Nc1ccc(N2CCOCC2)cc1)C(=O)C1CCCC1 | 7% | -6% | 2% | -3%[10 µM] | -2% | -2% | -4% | -2%
Cn1c(=O)[nH]c(=O)c2c1nc(N/N=C/c1cccnc1)n2Cc1ccc(Cl)cc1 | 7% | 4% | -8% | -2%[10 µM] | 2% | / | / | -7%
CCCCN(CC)CCCNC(=O)c1ccc2c(c1)N(Cc1ccc(C)cc1)C(=O)c1ccccc1S2 | 11% | / | -7% | / | 0% | -15% | / | 2%
Cc1cccc(CCNS(=O)(=O)c2cnc[nH]2)c1 | 12% | i | 8% | 0% | 1% | 4% | / | 1%
Cc1cc(C)c2sc(N(CCN(C)C)C(=O)c3c(F)cccc3F)nc2c1 | ? | -1% | -23% | -99%[inhibitor] | 1% | -7% | / | 2%
CCC(CC)COC(=O)C(C#N)c1nc2ccccc2nc1N1CCOCC1 (stereo unspecified) | 1% | -9% | -11% | -22%[0.074 µM] | -3% | ? | -9% | 3%
CCN1C(=O)CC(c2ccco2)Sc2ccccc21 (stereo unspecified) | 4% | -5% | -3% | 17%[10 µM] | 1% | -7% | -2% | -7%
Cc1ccccc1C1CC(=O)Oc2cc(C)c(Br)c(C)c21 (stereo unspecified) | -3%[81.3 µM] | i | -12%[81.3 µM] | 11% | 3% | -12%[81.4 µM] | / | 2%
Cc1cc(C)nc(NC(=NCCc2c[nH]c3ccccc23)NC(=O)c2ccco2)n1 | 17% | 5% | ? | -22% | 0% | ? | -6% | 2%
Cn1nnnc1SCC(=O)c1ccc2c(c1)OCCO2 | 3% | -1% | -13% | 1%[10 µM] | -1% | -4% | -12% | -3%
Cn1nc(-c2ccc(Cl)cc2)c2cc(C(=O)N3CCN(C(=O)c4ccco4)CC3)sc21 | 0% | -4% | -18% | 0% | 1% | -11% | / | -18%
CC1(C)CC(=O)C2=C(C1)N(c1ccccc1)C(N)=C(C#N)C2c1ccccc1 (stereo unspecified) | 3% | i | -2% | -5%[10 µM] | -5% | 4% | 4% | 1%
Cc1sc(/N=C/c2c(O)ccc3ccccc23)c(C#N)c1C | -4% | -5% | -4% | -7% | 1% | -16% | / | 0%
Cc1ccc(S(=O)(=O)N2CCN(S(=O)(=O)N3CCOCC3)CC2)cc1 | -2% | i | -10% | -7% | -2% | -7% | -3% | -6%
Cc1ccccc1OCc1nnc(SCC(=O)Nc2c(C)n(C)n(-c3ccccc3)c2=O)n1-c1ccccc1 | 7% | -2% | -5% | 8%[10 µM] | -7% | -9% | 5% | -7%
CCOC(=O)Cc1nnc(Nc2cccc(C)c2)c2ccccc12 | 0% | -8% | -7% | -24% | -4% | -8% | / | -10%
O=S(=O)(Nc1ccccn1)c1ccc(C2CCCCC2)cc1 | 6% | i | -5% | -6% | 2% | -12% | 7%[11.4 µM] | 7%
O=C(c1ccccc1Cl)N1CCN(c2ccccn2)CC1 | 1% | -4% | 0% | 5% | 0% | -6% | 5% | 3%

Compound profiles, as listed above. Screens in order: Tau FP inhib, RECQ1 helicase, Tau fluor counter, HTT ATP protect, TR SRC2 fluor cs, Tau ThT inhib, L3MBTL1 block, TRb SRC2 PPI
CCC(CC)C(=O)Nc1nc2c(s1)CC(C)CC2 (stereo unspecified) is listed with 0%, /, -8%, /, 1%, -2%, /, -1%
Cc1ccc(S(=O)(=O)N2CCN(S(=O)(=O)N3CCOCC3)CC2)cc1 is listed with -2%, i, -10%, -7%, -2%, -7%, -3%, -6%
